Screens as filed in PubChem.
CHRM4 antagonist – human M4 muscarinic receptor antagonists, primary screen, CHO cells, Fluo-8 calcium fluorescence; Muscarinic acetylcholine receptor M4 (Homo sapiens), P08173; CHO-hM4 cells, ACh EC80; inhibition, % at 3 µM; hit rate 0.73% among 360,000;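 active = inhibition above its plate's cutoff, the mean inhibition of sample wells plus 3 SD, cut at about 27% in these data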;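 also: 0% = acetylcholine EC80 with DMSO and 100% = DMSO without agonist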
Target sequence (P08173 whole entry, looked up): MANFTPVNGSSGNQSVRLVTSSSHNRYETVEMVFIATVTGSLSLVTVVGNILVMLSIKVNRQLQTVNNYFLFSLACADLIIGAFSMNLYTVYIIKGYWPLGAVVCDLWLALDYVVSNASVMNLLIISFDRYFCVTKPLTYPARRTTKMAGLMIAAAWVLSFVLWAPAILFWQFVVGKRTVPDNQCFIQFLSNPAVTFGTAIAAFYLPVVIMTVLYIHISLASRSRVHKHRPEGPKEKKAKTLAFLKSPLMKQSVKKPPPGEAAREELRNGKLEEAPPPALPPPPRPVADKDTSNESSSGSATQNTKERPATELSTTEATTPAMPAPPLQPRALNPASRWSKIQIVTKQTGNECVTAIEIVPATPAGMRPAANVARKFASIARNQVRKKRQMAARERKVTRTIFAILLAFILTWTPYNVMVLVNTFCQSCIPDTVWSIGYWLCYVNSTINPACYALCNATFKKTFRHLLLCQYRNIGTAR
CRFR2-BP ag – agonists of CRF-BP/CRF-R2 complex, primary screen, cell-based, HEK293, calcium dye fluorescence, uHTS; CRF-binding protein / CRF receptor 2 complex (human); calcium dye fluorescence (FLIPR); percent of saturating CRF peptide response; activation, % at 13.2 µM; hit rate 0.46% among 350,000;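 active = activation of at least 50%, plus an integration ratio under a set limit after plate pattern correction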;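 also: plate controls were neutral control wells without compound for no effect and CRF at EC100 for full effect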
CHRM5 agonist – human M5 muscarinic receptor agonists, primary screen, CHO-K1 cells, Fluo-8 calcium fluorescence; hit rate 0.19% among 360,000; activation, % at 3 µM; Muscarinic acetylcholine receptor M5 (Homo sapiens), P08912; AID 624037, 2012; CHO-K1 hM5 cells; 0% DMSO wells, 100% maximal acetylcholine response;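 active = activation above the run's mean over test compounds plus 3 SD, cut at about 23% in these data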;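 also: signal is peak over basal fluorescence ratio across the kinetic read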
Target sequence (P08912 whole entry, looked up): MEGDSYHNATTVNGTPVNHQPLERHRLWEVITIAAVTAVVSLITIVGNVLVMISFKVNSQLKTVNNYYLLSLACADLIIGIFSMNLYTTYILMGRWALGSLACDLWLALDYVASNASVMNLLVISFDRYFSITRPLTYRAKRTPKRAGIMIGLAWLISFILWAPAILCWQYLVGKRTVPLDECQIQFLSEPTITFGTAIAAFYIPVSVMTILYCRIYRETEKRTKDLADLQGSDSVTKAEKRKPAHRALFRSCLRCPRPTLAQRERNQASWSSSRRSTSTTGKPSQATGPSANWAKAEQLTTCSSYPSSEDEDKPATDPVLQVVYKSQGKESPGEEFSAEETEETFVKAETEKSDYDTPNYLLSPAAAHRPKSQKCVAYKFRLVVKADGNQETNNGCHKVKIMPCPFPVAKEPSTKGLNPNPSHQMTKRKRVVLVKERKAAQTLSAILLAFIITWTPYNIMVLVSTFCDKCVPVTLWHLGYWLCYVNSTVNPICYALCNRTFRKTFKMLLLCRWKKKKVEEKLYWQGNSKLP
CHRM5 PAM – human M5 muscarinic receptor positive allosteric modulators, primary screen, CHO-K1 cells, Fluo-8 calcium fluorescence. Muscarinic acetylcholine receptor M5 (Homo sapiens), P08912. activation, % at 3 µM. hit rate 0.3% among 360,000. AID 624038, 2012. CHO-K1 hM5, ACh EC20 PAM; 0% = ACh EC20, 100% = ACh EC100;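 active = activation above the run cutoff, the mean activation of all test compounds plus 3 SD, cut at about 18% in these data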
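Test system: CHO-K1 hM5 cells / Doses: single-point, 3 µM nominal / Times: Post-acetylcholine fluorescence recording 140 s / Technique: Fluo-8 calcium fluorescence / Measure: Max/basal fluorescence ratio as % of EC20–EC100 ACh window / Benchmarks: low control EC20 acetylcholine (0%), high control EC100 acetylcholine (100%) / Replicates: one well per compound, no replicates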
CHRM4 PAM – human M4 muscarinic receptor positive allosteric modulators, primary screen, CHO-K1 cells, Fluo-8 calcium fluorescence; hit rate 0.4% among 360,000; CHO-K1 hM4/Gqi5, ACh EC20; 0% = ACh EC20, 100% = maximal ACh; activation, % at 3 µM; Muscarinic acetylcholine receptor M4 (Homo sapiens), P08173; AID 624126, 2012;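 active = activation above its plate's cutoff, the mean activation of sample wells plus 3 SD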; also: some results filed as inactive read as strong as hits
CRFBP-R2 block – antagonists of CRF-BP/CRF-R2 complex, primary screen, cell-based, HEK293, calcium dye fluorescence, uHTS. CRF-induced calcium fluorescence. inhibition, % at 11.8 µM. hit rate 0.59% among 350,000;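 active = inhibition of the ligand-induced calcium signal above about 50% at the single tested concentration, limit read from the data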
CHRM5 antagonist – human M5 muscarinic receptor antagonists, primary screen, CHO cells, Fluo-8 calcium fluorescence; CHO-hM5 cells, ACh EC80; inhibition, % at 3 µM; hit rate 0.59% among 360,000; AID 624040, 2012;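 active = inhibition above a per-plate cutoff, the mean of that plate's test compounds plus 3 SD, cut at about 27% in these data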;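 also: 0% = acetylcholine EC80 with DMSO and 100% = DMSO without agonist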
M1 PAM – human M1 muscarinic receptor positive allosteric modulators, primary screen, CHO-K1 cells, Fluo-8 calcium fluorescence, 1536-well | Muscarinic acetylcholine receptor M1 (Homo sapiens), P11229 | CHO-K1 hM1, ACh EC20; 0% = ACh EC20, 100% = maximal ACh | activation, % at 3 µM | hit rate 0.088% among 360,000 | AID 588819, 2011; in the data active = activation above about 19%, passing the limit was not always enough
CHRM4 agonist – human M4 muscarinic receptor agonists, primary screen, CHO-K1 cells, Fluo-8 calcium fluorescence. Muscarinic acetylcholine receptor M4 (Homo sapiens), P08173. CHO-K1 hM4/Gqi5; vehicle 0%, full acetylcholine response 100%. activation, % at 3 µM. hit rate 0.14% among 360,000. AID 624127, 2012;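 active = activation above the run mean over all test wells plus 3 SD, cut at about 32% in these data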;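 also: peak over basal fluorescence ratio per well then scaled between controls; 0% = DMSO wells and 100% = acetylcholine at EC100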
Active calls of the source: *; . = not tested or not shown.

SMILES	CHRM4 antagonist	CRFR2-BP ag	CHRM5 agonist	CHRM5 PAM	CHRM4 PAM	CRFBP-R2 block	CHRM5 antagonist	M1 PAM	CHRM4 agonist
COc1ccc(CN2C(=O)CSCC2(C)C(=O)NCc2ccccc2)cc1OC (configuration not stated)	-7	.	2	-2	7	.	-2	.	5
COC(=O)c1ccc(NC(=O)CCN2C(=O)C3C4CCC(C4)C3C2=O)cc1 (configuration not stated)	5	-7.8	0	-2	-4	-6	-3	-4	2
CC(=O)N(C(C)=O)n1c(/C=C/c2cccc([N+](=O)[O-])c2)nc2ccccc2c1=O	-2	-1.6	1	5	0	6	8	9	0
COc1cc(OC)cc(C(=O)NC(C(=O)Nc2ccc3c(c2)CCC3)C(C)C)c1 (configuration not stated)	-28	-1.2	-1	-2	9	-5	-4	3	-1
CSc1cccc(NC(=S)N(CCC(C)C)C(C)c2ccncc2)c1 (configuration not stated)	-4	-2.8	-1	-5	-5	-10	14	3	3
CN(C)S(=O)(=O)c1cccc(NC(=S)NCc2ccc3c(c2)OCO3)c1	3	0.4	6	-14	-14	-6	11	-2	8
CC(Sc1nnc(-c2ccccc2F)n1C1CC1)C(N)=O (configuration not stated)	-18	1.5	-1	-2	1	2	17	25	2
Cc1ccc2sc(NNC(=O)C3COc4ccccc4O3)nc2c1C (configuration not stated)	1	4.7	0	-1	-2	-38	0	4	1
O=C(Nc1ccc(NC(=O)c2cccnc2)cc1)c1ccccc1	8	-0.2	-2	-4	-1	9	23	6	-1
O=C(CNS(=O)(=O)c1ccc(F)cc1)N1CCN(c2ccc(F)cc2)CC1	4	-3.3	5	-3	-5	23	-1	3	3
CCOC(=O)N1CCN(C(=O)N2CCOCC2)CC1	8	0.5	-4	-1	-2	17	6	-5	0
Cc1ccc(N2CCN(c3cc(C)nc4nc(C)nn34)CC2)c(C)c1	-3	-4.6	1	-7	1	-32	4	6	1
Cc1ccc(N(CC(O)Cn2nc(C)cc2C)S(=O)(=O)c2ccc3ccccc3c2)cc1 (configuration not stated)	-4	-0.7	-2	-1	-1	-9	8	2	4
CCc1nc2ccc(C(=O)N3CCN(C(=O)c4ccco4)CC3)cn2c1N(C)C(=O)Nc1ccccc1OC	-5	.	-2	-2	5	.	6	14	0
Cc1cccc(Oc2cc(N)cc([N+](=O)[O-])c2)c1	7	0.2	-5	-11	0	5	12	-7	-2
COc1ccc(OCc2n[nH]c(=S)n2-c2ccc(C)cc2)cc1	-2	-2.2	-1	-3	-1	3	-1	10	1
Cn1c(CCN2CCCC2)nc2cc(NS(=O)(=O)c3ccc(Cl)cc3)ccc21	16	13	-1	-8	-10	-25	19	-12	10
CC1(C(=O)Nc2cccc(OC(F)(F)F)c2)Cc2c(-c3ccc(C(N)=O)cc3)ccnc2O1 (configuration not stated)	-9	.	4	2	0	.	3	1	2
CC(C)Nc1nc(NC(C)C)nc(N(C)n2cnnc2)n1	2	0.9	-3	5	0	-2	-4	2	1
COc1cc(C)c(Cl)cc1S(=O)(=O)NCCN1CCOCC1	-9	6.4	-3	-9	4	-20	12	6	1
COc1ccc2c(Cl)c(-c3nnc4n3CCCCC4)sc2c1	12	-0.8	-2	1	-4	2	1	1	0
Cc1ccsc1C(=O)N1CCCC(N(C)Cc2ccccc2)C1 (configuration not stated)	-1	-4.7	-6	8	8	-10	-1	14	2
CCc1cccc(N(C(=O)c2csnn2)C(C(=O)NC(C)(C)C)c2ccncc2)c1 (configuration not stated)	-7	-2.5	6	-1	1	3	-9	4	1
COc1ccc2[nH]c3c(c2c1)CCN1C(=O)N([C@@H](C)C(=O)NC2CC2)C(=O)[C@]31C	-7	0.7	2	-1	6	-7	5	11	1
CCN1CCN(C(CNS(=O)(=O)c2ccc(Br)cc2)c2cccnc2)CC1 (configuration not stated)	9	0.5	-9	-9	13	4	4	0	1
Cc1cc([N+](=O)[O-])nn1CC(=O)Nc1ccc(Cc2ccncc2)cc1	4	-1.9	1	15	1	13	11	-25	2
CC(=O)N1[C@H](Cc2ccccc2)C=C[C@]1(C)C(=O)NCc1ccc(C)o1	-1	-0.1	3	-1	4	11	10	6	2
CCOc1ccc(CCN2C(=S)N([C@@H](CC(C)C)CN3CCCC3CN3C(=S)NC[C@@H]3Cc3ccc(O)cc3)C[C@@H]2CC(C)C)cc1 (some centres not stated)	9	-1.1	-2	-5	-5	-1	3	-2	-1
O=C1C(=Cc2ccco2)C(=O)c2ccccc21	-2	0.0	0	-1	5	27	9	0	1
COc1ccc(/C=C/c2cc(O)cc(O[C@@H]3O[C@H](CO)[C@@H](O)[C@H](O)[C@H]3O)c2)cc1O	1	.	0	-2	3	.	3	8	0

A portion taken from the entries so far, for reference:
SMILES	CHRM4 antagonist	CRFR2-BP ag	CHRM5 agonist	CHRM5 PAM	CHRM4 PAM	CRFBP-R2 block	CHRM5 antagonist	M1 PAM	CHRM4 agonist
COc1ccc(CN2C(=O)CSCC2(C)C(=O)NCc2ccccc2)cc1OC (configuration not stated)	-7	.	2	-2	7	.	-2	.	5
COC(=O)c1ccc(NC(=O)CCN2C(=O)C3C4CCC(C4)C3C2=O)cc1 (configuration not stated)	5	-7.8	0	-2	-4	-6	-3	-4	2
CC(=O)N(C(C)=O)n1c(/C=C/c2cccc([N+](=O)[O-])c2)nc2ccccc2c1=O	-2	-1.6	1	5	0	6	8	9	0

Next records.
SMILES	CHRM4 antagonist	CRFR2-BP ag	CHRM5 agonist	CHRM5 PAM	CHRM4 PAM	CRFBP-R2 block	CHRM5 antagonist	M1 PAM	CHRM4 agonist
O=c1c2ccccc2n2nnnc2n1-c1ccccc1	1	-2.2	-2	-3	5	16	-5	5	1
O=C(NNS(=O)(=O)c1ccccc1)c1ccc([N+](=O)[O-])cc1	4	1.4	-17	-5	-6	3	13	0	0
COc1ccc(-n2nc(C(=O)NCC(=O)NC3CCCCC3)c3ccccc3c2=O)c(OC)c1	7	-0.6	3	2	-7	32	9	6	3
O=C(NCC(F)(F)F)Nc1ncccn1	1	-2.9	-5	0	-1	4	2	7	0
Cc1ccc([N+](=O)[O-])cc1NC(=O)Nc1ccc(S(N)(=O)=O)cc1	12	2.0	1	0	-4	-1	1	0	-1
CC(=O)c1c(C)[nH]c(C(=O)CSc2nnc(N)s2)c1C	-4	1.2	-6	-7	1	22	5	-2	1
CCc1nc2ccccc2c(C(=O)Nc2cccc(C)c2)c1C	9	0.6	4	5	-2	3	0	11	0
COc1cc(OC)c(NC(=O)c2ccco2)cc1Cl	3	-8.6	-2	-5	2	20	-5	5	0
CN(c1nnc(N)s1)C1CCCCC1	-16	-0.9	1	-2	3	-4	1	1	1
Cc1ccc(-c2nn(CC(=O)O)c(=O)c3ccccc23)cc1	11	0.4	2	0	-4	7	-1	7	1
Cc1cccc2[nH]c(CCNC(=O)C3CCC(=O)N(CCc4cccc(F)c4)C3)nc12 (configuration not stated)	2	0.8	-2	7	1	6	-8	14	0
CS(=O)(=O)N1CCN(c2ccccc2NC(=O)c2cccc3ccccc23)CC1	-7	-1.9	-5	-19	-2	6	1	0	11
CCOC(=O)c1ccc(NC(=O)Cn2nnc3ccccc32)cc1	-21	2.3	2	-7	-19	9	8	-10	9
COCC(C)N=C1NN=C(c2cc(C)n(Cc3ccccc3Cl)c2C)CS1 (configuration not stated)	-1	0.3	2	-6	-2	-10	8	-24	8
CC(=O)Nc1ccc(S(=O)(=O)N2CCN(CCCOc3cc(C)ccc3C)CC2)cc1	4	-0.7	5	-14	0	-2	15	-3	18
CCOc1ccccc1Nc1nnc(SC(C)C(=O)Nc2nc(-c3ccccc3)cs2)s1 (configuration not stated)	-7	4.5	-1	-4	-2	-36	-9	-5	1
CCOC(=O)C1=C(C)C(c2ccccc2OC)NC(=O)N1 (configuration not stated)	10	-2.8	-9	4	0	21	-2	12	0
Cc1cc(Br)cn2c(Cc3cccc(F)c3)c(-c3ccc(C#N)cc3)nc12	-12	.	0	-10	5	.	5	.	-1
CCCN(CC(=O)Nc1ccc(C(N)=O)cc1)CC(=O)Nc1ccccc1C	2	-1.4	2	4	1	9	5	9	1
CCCC1(C(=O)OC)NC(c2cc(OC)c(OC)c(OC)c2)C2C(=O)N(CC)C(=O)C21 (configuration not stated)	8	-4.2	-9	-15	9	11	1	4	1
O=S(=O)(c1ccc(F)cc1)N1CCN(c2ccccc2)CC1	12	-4.7	1	-13	-11	-14	4	2	0
COc1ccc(/C=N/n2c(SC)nnc(C(C)(C)C)c2=O)cc1	-10	3.0	1	0	4	-7	-6	5	0
COc1ccc(O)c(C(=O)c2cnn(C(=O)c3cccc(S(=O)(=O)N4CCOCC4)c3)c2)c1	9	-1.3	-3	13	7	-14	-3	7	0
CC(C)Cn1c(N)c(C(=O)COC(=O)Cc2cccc(C(F)(F)F)c2)c(=O)n(C)c1=O	10	1.8	3	-26	-12	-5	17	-18	16
CC1(C)Cc2cccc(OCC(=O)Nc3ccccc3C(F)(F)F)c2O1	-8	-1.2	-3	-2	2	1	-4	18	1
CCOC(=O)c1cnn(-c2cccc(Cl)c2)c1N	18	0.0	-4	4	22	6	-4	17	0
Cc1ccccc1C(=O)Nc1cccc(C#N)c1	-6	-0.7	-5	9	4	1	-15	9	1
CC(C)CC(CO)N1CCN(C(=O)c2ccc(Cl)cc2Cl)CCC1=O (configuration not stated)	-9	4.2	0	-4	6	-2	17	6	1
C=CCOC(=O)C1=C(C)NC(=O)NC1c1cc2c(cc1Br)OCO2 (configuration not stated)	-3	-1.3	-9	-1	0	-9	12	9	1
CC1Cc2ccccc2N1C(=O)c1cnc2n(c1=O)CCS2 (configuration not stated)	-19	-0.7	-1	-1	7	-10	-8	14	1
CC1=Nc2cc(C(=O)NCCCOC(C)C)ccc2Sc2ccc(C)cc21	15	-1.3	1	4	6	8	-4	9	2
O=[N+]([O-])c1cn(Cc2ccc(Cl)cc2)cn1	6	-3.6	1	5	4	-4	-2	3	1
CC(C)(C)c1ccc(OCCC(=O)OCC(=O)Nc2ccc(N3CCOCC3)cc2)cc1	-4	-1.0	1	-5	1	-3	4	5	13
CC(=O)c1coc2ccc(OCC(=O)O)cc12	-7	1.5	-2	3	25	15	-8	8	1
COc1ccc2c(c1)C(=O)N(c1ccccc1OC)C(=O)C2(C)C	-1	1.1	1	2	-1	10	2	-5	0
Cc1ccc(OCc2ccc(-c3ccccc3)cc2)c([N+](=O)[O-])n1	3	0.3	-2	-1	-4	-3	-5	2	3
CC1(C)N=C(N)NC(Nc2ccccc2)=N1	-1	1.2	-1	2	-2	12	-3	0	1
O=C(NCC(c1ccco1)N1CCCC1)c1cccc(S(=O)(=O)N2CCOCC2)c1 (configuration not stated)	10	0.3	0	-3	0	7	7	4	1
O=C(NS(=O)(=O)c1ccccc1)c1ccccc1	5	-0.1	1	2	20	37	2	12	1
N#C/C(=C/c1cccs1)c1nc2ccccc2[nH]1	-2	1.3	3	-11	-5	-10	0	-5	5
